# HTR5A ag: HTR5A agonism, opioid heterodimer counter-screen | AID 504692 | hit rate 0.61% among 340,000 | P47898 | activation, % at 9.3 µM | HTR5A agonist assay, luminescence, cell-based; in the data active means activation mostly above about 9.5%, no sharp cut-off; inactive means mostly below about 7.6%;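 further: 0% = cells with vehicle only and 100% = reference agonist; strong numbers were not always called active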
# PKA-R1A act: PKA-R1A complex activation. P00514+P68181. activation, % at 11.4 µM. PKA-R1A dissociation, Cy5-IP20 fluorescence polarization; scaled: DMSO 0%, 113 µM cGMP 100%. hit rate 0.083% among 340,000;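 active means percent activation above the mean of all tested compounds plus 3 SD, cut at about 19% in these data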;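 further: higher means more PKAc released from R1A so a rise in polarization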
# HTR5A inv ag: counter-screen for OPRM1-OPRD1 inverse agonists: human HTR5A inverse agonism; P47898; HTR5A cell line, luminescence; inhibition, % at 9.3 µM; hit rate 0.083% among 340,000; in the data active means inhibition mostly above about 23%, no sharp cut-off; inactive means mostly below about 18%;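 further: 0% = cells with DMSO and 100% = no-cell wells with DMSO; some compounds called inactive have numbers as strong as hits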
# MOR-DOR inv ag: mu-delta opioid heterodimer inverse agonism; AID 504357; cell-based MOR-DOR heterodimer luminescence; P35372+P41143; inhibition, % at 9.3 µM; hit rate 0.21% among 340,000; in the data active means inhibition above about 22%, passing the limit was not always enough;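 further: 0% = cells with DMSO and 100% = wells without cells with DMSO; values of inactives mirror those of a sister screen read the other way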
# AddAB inh: less growth of phage-infected E. coli with AddAB | E. coli expressing H. pylori AddAB, absorbance growth | inhibition, % at 11.9 µM | hit rate 0.29% among 330,000; in the data active means inhibition above about 12%;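 further: 0% = vehicle wells of infected cells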
# Ecoli viability: reduces bacterial viability in AddAB counter-screen; E. coli V3065 growth, OD600 absorbance, 18 h; inhibition, % at 11.9 µM; hit rate 0.27% among 330,000; AID 449728;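 active means inhibition above the campaign's mean inhibition across all tested compounds plus 3 SD, cut at about 9.9% in these data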;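 further: uninfected addAB+ strain grown without phage in ampicillin broth; 0% = DMSO wells and 100% = ciprofloxacin 0.95 µg/ml wells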
# PfHsp90 yeast 2: inhibits growth of yeast expressing Plasmodium falciparum Hsp90; S. cerevisiae expressing PfHsp90, BacTiter-Glo ATP, 48 h; yeast lacking PDR1 and PDR3 efflux regulators; inhibition, % at 9.4 µM; hit rate 0.32% among 310,000; AID 504621;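 active means every replicate shows inhibition above about 80%, whatever the replicate mean, limit read from the data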;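 further: 0% = DMSO neutral controls and 100% = 20 µM radicicol positive controls; yeast relying on Plasmodium falciparum Hsp90 in place of its own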
# phage Ecoli inh: E. coli growth loss with phage present. hit rate 0.26% among 360,000. growth absorbance. inhibition, % at 11.9 µM; in the data active means inhibition above about 11%
# OPRM1-OPRD1 ag: OPRM1-OPRD1 heterodimerization agonism. hit rate 0.3% among 340,000. P35372+P41143. activation, % at 9.3 µM. cells, luminescence. AID 504326; in the data active means activation above about 18%;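 further: 0% = vehicle-treated cells and 100% = reference agonist; values of inactives mirror those of a sister screen read the other way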
# DSG3 Ab inh: human desmoglein-3 autoantibody binding inhibition | P32926 | DSG3-coupled beads, scFv-anti-DSG3-GFP binding, flow cytometry; active compounds read low | binding (percent of control), % at 10 µM | hit rate 0.48% among 310,000;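 active means binding more than 3 SD below its plate's average and above zero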;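 further: hits lower antibody fragment binding to DSG3; some compounds called inactive have numbers as strong as hits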
# Target sequence (P32926 whole entry, looked up, the tested form may be a part): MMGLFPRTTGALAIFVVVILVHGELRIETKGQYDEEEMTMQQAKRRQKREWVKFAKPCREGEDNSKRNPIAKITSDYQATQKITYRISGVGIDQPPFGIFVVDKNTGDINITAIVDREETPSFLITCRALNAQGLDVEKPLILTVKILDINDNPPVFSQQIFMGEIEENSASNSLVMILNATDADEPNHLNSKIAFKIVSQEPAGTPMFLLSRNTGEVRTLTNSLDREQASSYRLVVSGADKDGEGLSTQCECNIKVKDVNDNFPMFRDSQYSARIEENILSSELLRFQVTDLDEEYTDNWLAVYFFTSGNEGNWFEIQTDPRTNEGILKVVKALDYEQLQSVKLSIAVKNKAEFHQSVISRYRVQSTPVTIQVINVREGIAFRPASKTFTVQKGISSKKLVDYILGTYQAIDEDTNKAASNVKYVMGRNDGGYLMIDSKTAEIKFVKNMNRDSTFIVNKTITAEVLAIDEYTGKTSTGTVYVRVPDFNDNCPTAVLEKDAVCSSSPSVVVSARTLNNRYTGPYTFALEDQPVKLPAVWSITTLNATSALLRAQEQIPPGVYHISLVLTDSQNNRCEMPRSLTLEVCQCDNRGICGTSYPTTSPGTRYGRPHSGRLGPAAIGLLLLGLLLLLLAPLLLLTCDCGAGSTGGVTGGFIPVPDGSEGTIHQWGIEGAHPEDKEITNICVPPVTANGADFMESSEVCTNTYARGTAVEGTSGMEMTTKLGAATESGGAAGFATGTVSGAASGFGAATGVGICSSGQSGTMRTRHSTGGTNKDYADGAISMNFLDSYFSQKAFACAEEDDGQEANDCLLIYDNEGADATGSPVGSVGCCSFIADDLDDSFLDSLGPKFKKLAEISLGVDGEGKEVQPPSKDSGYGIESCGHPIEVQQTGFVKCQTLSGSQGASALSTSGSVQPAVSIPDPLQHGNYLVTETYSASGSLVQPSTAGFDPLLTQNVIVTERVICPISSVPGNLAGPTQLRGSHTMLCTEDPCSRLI
# Mot1-301 SUMO: inhibitors of SUMOylation pathway: yeast Mot1-301 growth rescue. S. cerevisiae Mot1-301 growth rescue, ATP luminescence, 38.5C; percent above DMSO median, 100 means doubled. growth rescue, % at 18.8 µM. hit rate 1% among 320,000. AID 2716;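 active means every valid replicate shows activation above 250% relative to neutral control wells; inactive means the rest, any valid replicate at or below 250%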;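 further: OY570 slx delta 5 strain wells were the positive control but not used for scaling; some compounds called inactive have numbers as strong as hits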
# * = called active by the depositor; . = not tested or not shown.
SMILES,HTR5A ag,PKA-R1A act,HTR5A inv ag,MOR-DOR inv ag,AddAB inh,Ecoli viability,PfHsp90 yeast 2,phage Ecoli inh,OPRM1-OPRD1 ag,DSG3 Ab inh,Mot1-301 SUMO
COCCCn1c(SCC(=O)O)nc2cc(OC)c(OC)cc2c1=N,.,.,.,.,-2.3,-1.7,-39,5.8,.,98,3
CC(C)(O)/C=C1/Oc2ccccc2C1N1CCCCC1 (centres undefined),-9,7,22,20,0.8,-1.1,-22,-1.2,-4.1,98,-15
CCOC(=O)NC(=O)/C(C#N)=C\Nc1ccc(Cl)cc1Cl,3,8,-9,5,0.4,0.2,-3,1.0,-0.9,101,-1
C/C=C/CSc1nc2c(c(=O)[nH]c(=O)n2C)n1CCC,-3,-4,-8,11,2.2,1.6,-14,1.7,-2.7,113,0
CCc1ccc(NC(=O)CSC2=C(C#N)C(c3ccc4c(c3)OCO4)CC(=O)N2)cc1 (centres undefined),5,0,-2,11,2.3,1.6,2,-1.2,-1.9,87,9
CN(C)S(=O)(=O)N(CC(=O)NCCSCc1ccccc1)c1ccccc1,-1,-10,6,11,4.2,1.2,10,1.8,-2.4,97,7
NS(=O)(=O)c1ccc(CCNC(=O)CCCCCn2c(=S)[nH]c3ccc(Br)cc3c2=O)cc1,6,2,-27,-9,1.6,0.3,-6,0.6,1.7,97,9
CCOC(=O)N1CCN(c2ccc(Cl)cc2)CC1,2,-6,-6,9,2.2,-1.6,4,0.6,-1.7,104,16
O=C(CCCN1C(=O)c2ccccc2C1=O)NCc1ccc(F)cc1,-2,2,7,15,1.8,-0.9,2,-0.6,-3.2,100,-1
Cc1ccc(Oc2nc3ccccn3c(=O)c2/C=C(\C#N)C(=O)NC2CCS(=O)(=O)C2)cc1 (centres undefined),-1,-10,10,9,2.0,-1.8,-2,1.5,-1.8,.,0
CCN(CC(=O)Nc1ccc(NC(C)=O)cc1)C(=O)c1ccc2c(c1)OCCO2,-4,6,9,10,-0.7,2.8,.,3.1,-2.2,98,43
Cc1cc(C)c(C#N)c(N2CCCC2)n1,1,-12,11,13,0.5,-0.1,8,2.8,-2.2,120,2
O=S(=O)(Cc1ccccc1)N1CCNCC1,4,1,-18,-43,3.8,-0.4,-24,3.0,5.3,95,-1
CCCCN(C)C(=O)c1c[nH]c2ccc(S(=O)(=O)N3CCOCC3)cc2c1=O,13,-3,-39,10,0.1,0.2,-12,1.8,-1.8,107,.
COc1cc(C2=NOC(C(=O)N3CCCc4ccccc43)C2)cc(OC)c1OC (centres undefined),0,4,-3,6,1.8,0.1,12,-0.2,-1.0,100,74
COc1ccccc1N1CCN(C(=O)CSc2nc(-c3ccco3)cc(C(F)(F)F)n2)CC1,3,3,-17,0,-0.6,-0.4,-6,1.1,0.1,101,61
COc1ccc(CCC(=O)OCC(=O)N(CC(C)C)c2c(N)n(Cc3ccccc3)c(=O)[nH]c2=O)cc1,1,-10,-2,9,-1.0,-0.6,-28,-1.2,-1.7,112,-12
CCCCN1CC(COCc2ccccc2)Oc2cccc(OCCN3C(=O)[C@@H]4[C@H](C3=O)C3C=C[C@H]4C3)c2S1(=O)=O (some centres undefined),0,-7,-1,-5,.,.,-3,-1.1,1.2,100,.
COc1cc(NC(=O)CSc2nc3ccccc3n2-c2ccccc2)c(C)cc1[N+](=O)[O-],1,-3,-4,-1,2.8,-1.7,17,1.9,0.2,103,16
CCn1c(SC(C)C(=O)NC2CCCc3ccccc32)nnc1-c1cccs1 (centres undefined),9,-7,10,5,1.6,0.2,3,2.8,-0.8,113,4
N=c1sccn1CC(=O)Nc1cccc2ccccc12,-1,4,-16,14,4.7,1.4,7,2.0,-2.4,96,-1
CCc1noc(C)c1C(=O)OCC(=O)Nc1ccc(F)cc1Cl,2,-13,-5,9,2.3,-1.2,7,2.1,-2.1,.,-1
COc1ccc(CCN2CC(C(=O)OCc3ccccc3Cl)CC2=O)cc1OC (centres undefined),1,-11,-4,13,.,.,-22,2.8,-2.5,96,.
CC1CCC(C(=O)NNC(=O)c2cc(-c3ccco3)[nH]n2)CC1 (centres undefined),5,4,-2,5,-1.9,0.9,-34,-1.7,-0.9,101,-4
COc1ccc(F)cc1C(=O)C1CCCN(C(=O)c2ccccc2N(C)C)C1 (centres undefined),1,-8,-3,6,1.7,0.3,-26,1.6,-1.1,106,5
O=C(Nc1cc(Cl)ccc1Oc1ccccc1)c1ccccc1F,4,2,2,-9,1.2,3.3,-6,-1.0,1.4,97,229
COc1cccc2c1OC1(CCN(C(C)C)CC1)N1N=C(c3cccnc3)CC21 (centres undefined),0,-9,-11,12,-2.3,-1.4,-11,1.4,-2.5,106,-3
Clc1ccc(Nc2nc3ccccc3n3nnnc23)cc1,-1,-5,-37,-18,1.8,-1.7,18,1.6,3.3,117,9
COc1ccc(C(=O)C[n+]2cccc(C(N)=O)c2)cc1,-2,-8,7,17,-0.2,-2.8,-11,0.9,-3.2,92,-9
COc1cc(S(=O)(=O)n2cnc(C)c2)ccc1Cl,-6,-2,17,-6,6.4,-2.4,7,3.1,1.1,102,22

# Molecules shown so far that have a furan ring, fused or not (2):
SMILES,HTR5A ag,PKA-R1A act,HTR5A inv ag,MOR-DOR inv ag,AddAB inh,Ecoli viability,PfHsp90 yeast 2,phage Ecoli inh,OPRM1-OPRD1 ag,DSG3 Ab inh,Mot1-301 SUMO
COc1ccccc1N1CCN(C(=O)CSc2nc(-c3ccco3)cc(C(F)(F)F)n2)CC1,3,3,-17,0,-0.6,-0.4,-6,1.1,0.1,101,61
CC1CCC(C(=O)NNC(=O)c2cc(-c3ccco3)[nH]n2)CC1 (centres undefined),5,4,-2,5,-1.9,0.9,-34,-1.7,-0.9,101,-4

# (cont.)
SMILES,HTR5A ag,PKA-R1A act,HTR5A inv ag,MOR-DOR inv ag,AddAB inh,Ecoli viability,PfHsp90 yeast 2,phage Ecoli inh,OPRM1-OPRD1 ag,DSG3 Ab inh,Mot1-301 SUMO
COc1cc(NC(=O)CCc2nnc3ccc(N4CCN(C)CC4)nn23)cc(OC)c1,-4,-11,-6,15,4.4,0.9,35,1.6,-3.0,92,-1
CNC(=O)c1[nH]cnc1C(=O)Nc1ccc(F)cc1,1,-2,-2,3,-0.7,1.6,20,0.2,-0.7,112,157
Oc1[nH]c2ccccc2c1/C=N/N1CCCCC1,-3,-2,9,37*,3.8,1.3,-12,2.3,-6.2,107,393
Cc1ccc(OCC(=O)N2CCN(S(=O)(=O)c3ccccc3[N+](=O)[O-])CC2)cc1,-1,2,-8,17,0.5,0.2,3,2.5,-3.4,102,203
CCCC(=O)Nc1nnc(SCC(=O)Nc2ccc3c(c2)OCCO3)s1,2,-5,-5,13,2.6,4.1,.,1.2,-2.7,112,-32
Cc1ccccc1NC(=O)C1c2ccccc2Oc2ccccc21,-5,2,13,8,4.5,-1.1,-18,3.3,-1.7,100,-15
Cc1cc(NC(=O)CCC(=O)N(CCc2ccccc2)C(C(=O)NC2CCCC2)c2ccco2)no1 (centres undefined),-4,-13,-38,13,5.3,0.8,22,2.2,-2.1,98,-19
COc1ccc(NC2C=CS(=O)(=O)C2)cc1 (centres undefined),6,-4,13,5,1.6,-0.8,.,3.7,-0.8,.,-5
CC(=O)N/C(=C\c1ccc(F)cc1)C(=O)OCc1ccccc1,-1,0,3,13,-0.7,0.5,32,-0.9,-2.7,103,-1
Cc1ccc(S(=O)(=O)NCc2ccc(C(=O)NC3CCC(O)CC3)cc2)cc1C (centres undefined),-2,-13,-19,13,-0.9,-0.7,14,-0.4,-3.5,100,3
CCCCN(C)C(=O)CCCc1c[nH]c2ccccc12,-4,-12,-10,9,1.2,-2.4,-21,2.1,-1.6,102,112
CCN(CC)C(=O)CSc1nc2cc3c(cc2c(=O)n1CCCC(=O)NCCc1ccc(OC)c(OC)c1)OCO3,0,-10,1,10,-2.5,-1.0,.,0.6,-2.0,114,-10
Cc1ccc2cc3c(NC(=O)c4ccco4)nn(CC(C)C)c3nc2c1,2,1,11,0,-1.9,-2.1,10,-1.5,0.0,101,-9
CCc1ccc(C(=O)COC(=O)c2cccs2)cc1,3,1,-10,1,1.0,1.6,-13,3.4,-0.2,105,176
CCOC(=O)N1CCN(C(=O)c2cn(CC)c3ccc(S(=O)(=O)N4CCCCC4)cc3c2=O)CC1,2,10,-7,-1,1.2,0.9,-137,4.4,0.2,101,-5
CSc1cccc(N=C2C(=O)Nc3ccccc32)c1,-4,-2,16,52*,1.1,-0.3,-5,-0.7,-11,101,-5
Cc1ccc(C)c(-n2cc(CN3CCCN(C=O)CC3)c(-c3ccccc3)n2)c1,0,-4,-2,20,-0.8,-3.1,23,-1.0,-3.9,105,298
S=c1[nH]c(-c2ccccc2)cn1-c1ccccc1,0,-4,1,17,-0.7,-3.6,-47,-1.3,-3.7,106,-12
COc1ccc(CNC(=O)NC2CCCCC2)cc1,-3,0,7,0,-0.1,-1.1,.,0.8,0.0,99,21
O=C(O)/C=C\C(=O)Nc1ccc(Oc2ccc(Br)cc2)cc1,-1,-2,3,8,3.9,0.1,6,5.0,-1.6,111,19
COc1ccc(C2=NCN(c3ccc(C)cc3)C(=S)N2)cc1,-2,2,-11,5,0.6,1.3,2,1.4,-0.9,108,-3
CCOCCCn1c(=NC(=O)c2ccco2)c(C(=O)OCC)cc2c(=O)n3cccc(C)c3nc21,1,-1,3,17,-0.9,0.7,37,1.2,-3.6,.,-1
CCOc1ccc(C(=O)NCC(=O)OC(C)C(=O)NCc2ccco2)cc1OCC (centres undefined),-1,-5,1,8,-0.6,1.0,9,1.3,-1.5,95,10
COc1ccc(CNC(=O)C2CCN(S(=O)(=O)c3ccc4c(c3)CC(C)N4C(C)=O)CC2)cc1 (centres undefined),9,-13,2,0,1.2,-0.1,-25,0.5,-0.1,98,-4

# Compounds listed so far that contain a Cl atom (7):
SMILES,HTR5A ag,PKA-R1A act,HTR5A inv ag,MOR-DOR inv ag,AddAB inh,Ecoli viability,PfHsp90 yeast 2,phage Ecoli inh,OPRM1-OPRD1 ag,DSG3 Ab inh,Mot1-301 SUMO
CCOC(=O)NC(=O)/C(C#N)=C\Nc1ccc(Cl)cc1Cl,3,8,-9,5,0.4,0.2,-3,1.0,-0.9,101,-1
CCOC(=O)N1CCN(c2ccc(Cl)cc2)CC1,2,-6,-6,9,2.2,-1.6,4,0.6,-1.7,104,16
CCc1noc(C)c1C(=O)OCC(=O)Nc1ccc(F)cc1Cl,2,-13,-5,9,2.3,-1.2,7,2.1,-2.1,.,-1
COc1ccc(CCN2CC(C(=O)OCc3ccccc3Cl)CC2=O)cc1OC (centres undefined),1,-11,-4,13,.,.,-22,2.8,-2.5,96,.
O=C(Nc1cc(Cl)ccc1Oc1ccccc1)c1ccccc1F,4,2,2,-9,1.2,3.3,-6,-1.0,1.4,97,229
Clc1ccc(Nc2nc3ccccc3n3nnnc23)cc1,-1,-5,-37,-18,1.8,-1.7,18,1.6,3.3,117,9
COc1cc(S(=O)(=O)n2cnc(C)c2)ccc1Cl,-6,-2,17,-6,6.4,-2.4,7,3.1,1.1,102,22

# Screens from PubChem BioAssay.
